From PubChem BioAssay
FEN1 inh: human FEN1 inhibition | 390,000 compounds, 0.35% hits | Potency, µM (highest dose often 114 µM), for inactives: at the highest dose activity change, negative = inhibition, actives largely listed as inhibitors | AID 588795 | Recombinant FEN1 flap cleavage, fluorescence, 15 min; also: nearly all actives have a fitted effect of over 65% in size
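Compounds are tested as a concentration series against 10 nM FEN1; after a 15 min room-temperature preincubation, 50 nM substrate starts cleavage, with plate reads at 0 and 15 min. Normalized responses are fitted by a Hill equation.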
KAT2A inh: blocks human GCN5L2 histone acetyltransferase. 390,000 compounds, 0.21% hits. GCN5L2 HAT assay, ThioGlo1 CoA-SH fluorescence. Potency, µM (titrated, usually from 58.9 µM), for the others: at the top dose activity change, negative = inhibition, most hits filed as inhibitors. Q92830
Target sequence (Q92830 whole entry, looked up): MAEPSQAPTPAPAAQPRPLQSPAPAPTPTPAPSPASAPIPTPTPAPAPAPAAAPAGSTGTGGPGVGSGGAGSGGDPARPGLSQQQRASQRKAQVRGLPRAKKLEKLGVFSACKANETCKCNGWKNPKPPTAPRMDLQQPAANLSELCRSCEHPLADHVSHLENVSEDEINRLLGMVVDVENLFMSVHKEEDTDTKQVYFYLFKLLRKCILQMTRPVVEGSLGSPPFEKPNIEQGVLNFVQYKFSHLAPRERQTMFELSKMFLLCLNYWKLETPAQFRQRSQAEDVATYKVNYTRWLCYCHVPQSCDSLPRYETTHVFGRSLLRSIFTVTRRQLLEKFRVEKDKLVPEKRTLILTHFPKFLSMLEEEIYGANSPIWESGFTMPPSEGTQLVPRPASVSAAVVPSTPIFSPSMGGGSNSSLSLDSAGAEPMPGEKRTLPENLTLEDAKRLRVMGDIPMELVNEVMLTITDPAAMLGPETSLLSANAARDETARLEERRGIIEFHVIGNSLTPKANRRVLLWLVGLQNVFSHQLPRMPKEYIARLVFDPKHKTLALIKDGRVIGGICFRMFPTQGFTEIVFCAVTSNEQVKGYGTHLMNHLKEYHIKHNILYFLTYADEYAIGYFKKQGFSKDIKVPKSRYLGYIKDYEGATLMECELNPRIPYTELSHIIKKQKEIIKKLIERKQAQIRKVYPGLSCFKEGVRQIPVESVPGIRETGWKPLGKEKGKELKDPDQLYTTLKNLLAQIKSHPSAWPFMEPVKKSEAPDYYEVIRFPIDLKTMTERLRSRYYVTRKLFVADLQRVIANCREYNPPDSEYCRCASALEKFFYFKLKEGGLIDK
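GCN5L2 (20 nM) in 50mM HEPES pH 7.5, 0.1mM EDTA, 0.01% Tween-20 preincubated 15 min with compounds at room temperature. Reaction started with H3(1-25) 75uM, acetyl-CoA 70uM, ThioGlo1 50uM; CoA-thiol fluorescence (Ex340/Em540) read at 0 and 20 min.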
N370S GC mod: N370S glucocerebrosidase modulation, Gaucher chaperone candidate | P04062 | N370S GC spleen homogenate, 4MU-glucoside fluorescence | Potency, µM (series often up to 59.4 µM), inactives show at the top dose activity change, negative = inhibition, usual class: inhibitors | 330,000 compounds, 0.092% hits | AID 2101;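 also: 0% = full enzyme activity and -100% = no enzyme basal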
* = called active by the depositor; ? = inconclusive; . = no result given; & = joins results of further samples; [ ] = dose if it differs, or a comment. Calls follow the shape of the dose curve; as a rule, active = well fitted curve in the direction sought with a large enough effect; inconclusive = small, poorly fitted or top-dose-only effect, or another doubt; inactive = no such curve, though single readings can be large; an effect the other way counts as inactive or inconclusive. Unless noted, % is scaled to controls: 0 for no effect and ±100 for the full control effect; potency is read from the fitted curve at half-maximal effect. Compounds as they come; about 0.54% have a hit in one of these screens.

SMILES | FEN1 inh | KAT2A inh | N370S GC mod
Cc1cccc(NC(=O)CSc2nnc(CNC(=O)c3ccco3)o2)c1 | 18% | -1% | -11%
COc1ccc(NC(C)=O)cc1NC(C)C(=O)Nc1ccc(F)c(F)c1F (stereo not drawn) | 0% | -5%[0.501 µM] | -8%
CNC(=O)c1cnn(-c2nc(-c3ccc(OC)cc3)cs2)c1C(F)(F)F | 16% | 5% | 1%
COc1ccccc1CCNC(=O)C(=O)Nc1cc2c3c(c1)C(C)C(=O)N3CCC2 (stereo not drawn) | -7% | -9% | -2%
CC(C)CC(=O)N1CCN(C(=O)c2ccco2)CC1 | -2% | -1% | -1%
CCOc1ccccc1N(CC(=O)N1CCC(C(N)=O)CC1)S(=O)(=O)c1ccc(SC)cc1 | 3% | -2% | -17%
Cc1ccc(S(=O)(=O)N2CCN(C(=O)c3cc4c(s3)CCC(C)C4)CC2)cc1 (stereo not drawn) | -1% | -4% | 0%
Cc1ccsc1C(=O)OCC(=O)Nc1ccc(Cl)cc1C(F)(F)F | -8% | -1% | 3%
O=C(NCc1ccccn1)c1ccc(NS(=O)(=O)c2cccc(Cl)c2)cc1 | 1% | ? | -14%
Cc1ccc(OCCCn2c(CO)nc3ccccc32)cc1 | -1% | -14% | -5%
O=C(c1cccs1)N1CCCc2cc(NS(=O)(=O)c3cc(F)ccc3F)ccc21 | 13% | -16% | .
CC(=O)c1cccc(NC(=O)Cc2cccs2)c1 | 13% | -4% | -3%
COc1ccc(Nc2nc(-c3cc4cccc(OC)c4oc3=O)cs2)cc1 | -2% | -2% | -3%
CCCN1C(=O)C(O)(CC(=O)c2cccc(OC)c2)c2ccccc21 (stereo not drawn) | 2% | -7% | 11%
COc1cc(OC)c(NC(=O)CCn2cnc3onc(-c4ccc(F)cc4)c3c2=O)cc1Cl | -16% | -6% | .
CC(Sc1nnc(N)s1)C(=O)Nc1ccc2c(c1)OCO2 (stereo not drawn) | -3% | -5% | 0%
COc1ccccc1CN1CC2(CCN(C(=O)c3ccncc3)CC2)C1 | . | 12% | -6%
COc1ccc(OCc2cc(C(=O)NCCCc3ccccc3)no2)c(Cl)c1 | -3% | -13% | 1%
COc1ccc(/C=C(\NC(=O)c2ccccc2)C(=O)N2CCN(C)CC2)cc1 | -5% | -1% | -11%
O=c1c2cc(-c3ccccc3)sc2nc2n1N=C(c1cccs1)CS2 | -4% | -24% | 2%
O=C(c1ccc2ccccc2c1)N1CCN(c2ccc(C(F)(F)F)cn2)CC1 | -12% | -3%[0.501 µM] | 0%
COc1ccc2oc(C(=O)c3ccccc3)c(NC(=O)CN3CCN(C)CC3)c2c1 | 0% | -11% | -28%
CCc1ccc(-n2nc(C)c3c(C(=O)N4CCN(c5cccc(Cl)c5)CC4)cc(C)nc32)cc1 | -7% | -15% | .
Cc1ccc(F)cc1NC(=O)CSc1ncccn1 | 4% | -3% | -3%
Cc1nnc(N2CCN(c3cccc(Cl)c3)CC2)c2c1nnn2Cc1ccc(F)cc1 | -6% | 1% | .

More records.
SMILES | FEN1 inh | KAT2A inh | N370S GC mod
COc1ccc(C(=O)N2CCN=C2c2ccccc2)cc1OC | -2% | -6% | -12%
O=C(N/N=C/c1ccccn1)c1cccc(S(=O)(=O)Nc2ccccc2Cl)c1 | 5% | -13% | 21%
CCc1cc2c(N3CCCCC3)ncnc2s1 | 2% | -5% | 22%
CCN(CC)C(=O)CSc1nc(C)cc(C)c1C#N | -15% | -10% | -3%
Cc1ccccc1OCC(=O)OCC(=O)NCCNC(=O)COC(=O)COc1ccccc1C | -9% | -1% | -6%
Cc1cc(C)n(-c2ccc(C(=O)Nc3ccc4c(c3)OCCO4)cc2)n1 | 3% | 0% | 3%
Cc1nn(CCCC(=O)NCCc2ccccc2)c(=O)c2nn(-c3ccccc3)c(C)c12 | -4% | -3% | 5%
CC1=NN(c2ccccc2)C(=O)/C1=C\N1CC(C)OC(C)C1 (stereo not drawn) | -4% | -5% | 9%
CS(=O)(=O)N1CCC2(CCCN(c3cccc(-c4ccccc4)c3)C2)CC1 | . | -16% | 8%
Cc1ccc2nc(NC(=O)c3ccc(Cl)s3)sc2c1 | -8% | -6% | -1%
CCC(C)OC(=O)C1=C(C)NC(=O)NC1c1ccc(F)cc1 (stereo not drawn) | -1% | 4% | 6%
N#C/C(C(=O)c1ccccc1)=C1/CCCCCN1 | -3% | -4% | 6%
COc1cc(OC)cc(C(=O)Nc2ccc(S(=O)(=O)Nc3ncccn3)cc2)c1 | -7%&-8% | -7%&-6% | -23%
COc1cccc(OC)c1/C=C/C(=O)NC1CCCCC1 | 5% | -9% | -6%
CN(C)CCNC(=O)C(c1ccccc1)c1ccccc1 | 4% | -3% | -15%
Cc1nn(-c2ccccc2)c(C)c1C(=O)NCc1ccc(S(N)(=O)=O)cc1 | 1% | 1% | -5%
Cc1ccc(SCC(=O)Nc2ccc(-c3nc4ccccc4[nH]3)cc2)cc1 | 9% | 3% | -4%
Cc1ccc(-c2ccc(NC(=O)C3C4C=CC(C4)C3C(=O)O)cc2)o1 (stereo not drawn) | 1% | 4% | .
CC(C)N(Cc1ccccc1)C(=O)C1CCN(c2ncnc3c2nc2n3CCCCC2)CC1 | 15% | -1% | ?
C[C@H](O)C(N)C(=O)O (stereo partly drawn) | . | 41%&0%[activator] | 0%&2%
C=CC[C@@H](CC(=O)N(CCO)Cc1ccccc1)C(=O)NCCOC(=O)[C@@H](CC=C)Cc1ccc(F)cc1 | -15% | -4% | .
CSc1ccccc1NC(=O)COc1ccc(Cl)cc1Cl | -2% | -10% | 14%
Cc1ccc(N2C(=O)Nc3ccc(Br)cc3C2(O)C(=O)NCCCN(C)C)cc1C (stereo not drawn) | 6% | 2% | 16%
Cc1nn(-c2ccc(Cl)c(Cl)c2)c(C)c1C(=O)O | 3% | -5% | 4%
Nc1sc(-c2ccccc2)cc1-c1n[nH]c(=S)n1C1CCCCC1 | -11% | -13% | 2%

17 entries from above, with values under each structure.
Fields – FEN1 inh | KAT2A inh | N370S GC mod
- COc1ccc(C(=O)N2CCN=C2c2ccccc2)cc1OC
    -2% | -6% | -12%
- O=C(N/N=C/c1ccccn1)c1cccc(S(=O)(=O)Nc2ccccc2Cl)c1
    5% | -13% | 21%
- CCc1cc2c(N3CCCCC3)ncnc2s1
    2% | -5% | 22%
- CCN(CC)C(=O)CSc1nc(C)cc(C)c1C#N
    -15% | -10% | -3%
- Cc1ccccc1OCC(=O)OCC(=O)NCCNC(=O)COC(=O)COc1ccccc1C
    -9% | -1% | -6%
- Cc1cc(C)n(-c2ccc(C(=O)Nc3ccc4c(c3)OCCO4)cc2)n1
    3% | 0% | 3%
- Cc1nn(CCCC(=O)NCCc2ccccc2)c(=O)c2nn(-c3ccccc3)c(C)c12
    -4% | -3% | 5%
- CC1=NN(c2ccccc2)C(=O)/C1=C\N1CC(C)OC(C)C1 (stereo not drawn)
    -4% | -5% | 9%
- CS(=O)(=O)N1CCC2(CCCN(c3cccc(-c4ccccc4)c3)C2)CC1
    . | -16% | 8%
- Cc1ccc2nc(NC(=O)c3ccc(Cl)s3)sc2c1
    -8% | -6% | -1%
- CCC(C)OC(=O)C1=C(C)NC(=O)NC1c1ccc(F)cc1 (stereo not drawn)
    -1% | 4% | 6%
- N#C/C(C(=O)c1ccccc1)=C1/CCCCCN1
    -3% | -4% | 6%
- COc1cc(OC)cc(C(=O)Nc2ccc(S(=O)(=O)Nc3ncccn3)cc2)c1
    -7%&-8% | -7%&-6% | -23%
- COc1cccc(OC)c1/C=C/C(=O)NC1CCCCC1
    5% | -9% | -6%
- CN(C)CCNC(=O)C(c1ccccc1)c1ccccc1
    4% | -3% | -15%
- Cc1nn(-c2ccccc2)c(C)c1C(=O)NCc1ccc(S(N)(=O)=O)cc1
    1% | 1% | -5%
- Cc1ccc(SCC(=O)Nc2ccc(-c3nc4ccccc4[nH]3)cc2)cc1
    9% | 3% | -4%

The list continues.
SMILES | FEN1 inh | KAT2A inh | N370S GC mod
CCOc1cc(NC(=S)NCCCN2CCOCC2)c(OCC)cc1NC(=O)c1cccc(C)c1 | -2% | 11% | -4%
O=C(NCc1ccc2c(c1)OCO2)c1n[nH]c(=O)c2ccccc12 | -5% | -7% | 8%
COc1ccc(N(C(=O)c2cccc(OC)c2OC)C2C=CS(=O)(=O)C2)c(OC)c1 (stereo not drawn) | 1% | 1% | 4%
CSc1nsc(SCC(=O)Nc2ccc(Cl)c(C(=O)O)c2)n1 | 3% | 0% | -3%
CCc1nnc(NC(=O)CSc2nc3c(cc2C#N)CCCC3)s1 | 0% | 4% | 1%
CC(Sc1nnc(C2CC2)n1-c1ccccc1)C(=O)N1CCCC1 (stereo not drawn) | 0% | ? | 0%
COc1ccc(-n2c(Cn3nnc4ccccc43)nnc2SCC(=O)O)cc1 | -2% | 0% | 15%
Cc1sc2ncnc(N3CCCCC3C)c2c1C (stereo not drawn) | 1% | 0% | 0%
CCOC(=O)N1CCN(C(=O)c2cnn(-c3ccccc3)c2NC(=O)c2ccccc2F)CC1 | -1% | . | -25%
Cc1ccc(NC(=O)C(=O)NCc2ccc(Cl)cc2)cc1 | 4% | 10% | .
Cn1c(=O)c2c(c3ccccc31)OC(=O)CC2c1cccnc1 (stereo not drawn) | -6% | -1% | 0%
O=C(Nc1cccnc1)C1CC(c2ccccc2O)=NO1 (stereo not drawn) | -9% | -4% | 6%
CSc1ccc(CN2CCN(CC=C(C)C)C(CCO)C2)cc1 (stereo not drawn) | 2% | -4% | -9%
Cc1ccc(C(=O)OC(C)C(=O)Nc2ccc3c(c2)OCO3)c(O)c1 (stereo not drawn) | -3% | -1% | .
S=C(NC1CC1)N1CCc2ccccc2C1 | -11% | 11% | -3%
O=C(O)CC(=O)Nc1ccccc1C(=O)O | 9% | 1% | 19%
CC(C)C(OC(=O)c1cccs1)C(=O)NCCc1ccccc1 (stereo not drawn) | -5% | 2% | -6%
O=C(O)c1cn(-c2ccc(F)cc2)c2cc(Cl)c(F)cc2c1=O | -3% | -2% | 6%
CCCCn1c(SCc2c(C)noc2C)nc2cc(S(N)(=O)=O)ccc21 | 5% | 19% | -8%
CC(=O)NC1(c2nnnn2CCOC(=O)Nc2ccc(Cl)cc2)CCCCC1 | 3% | -7% | 5%
O=C(NCc1cccs1)[C@@H]1CSC2c3ccccc3C(=O)N21 (stereo partly drawn) | -3% | -3% | -22%
CC(C)c1nc(SCC(=O)Nc2ccc3c(c2)OCCO3)n[nH]1 | 16% | -3% | 0%
COc1ccc(CC(=O)NNC(=O)CSc2ccc(C)cc2)cc1 | 7% | -6% | 7%
Cc1cc(C(=O)NCc2ccco2)c2cc(F)ccc2n1 | 16% | 13% | -2%
COc1cc(NC(=S)NCCCN2CCOCC2)c(OC)cc1Cl | -1% | -5% | -1%

(cont.)
SMILES | FEN1 inh | KAT2A inh | N370S GC mod
O=C(NCCc1ccccc1)c1ccc(CSc2nc3ccncc3n2Cc2ccccc2F)cc1 | -6% | 0% | .
Cc1ccc(NC(=O)Nc2ccc3c(c2)OCO3)cc1F | 1% | 1% | 0%
Cc1ccc(NC(=O)Cc2cn(C)c3ccccc23)cc1F | -1% | -8% | ?
Cc1ccc(C2C3=C(CCCC3=O)Nc3[nH]c(=S)[nH]c(=O)c32)cc1 (stereo not drawn) | -5% | 22µM* | 12%
COc1ccc(CCNS(=O)(=O)CCNC(=O)c2ccc3c(c2)OCO3)cc1OC | 0% | -6% | -8%
NC(=O)Nc1ccc(C(=O)OCC(=O)Nc2sccc2C(N)=O)cc1 | 11% | -3% | -14%
O=C1C(C=NCc2ccco2)=C(O)c2ccccc21 | -4% | -14% | -16%
CN(Cc1ccccc1)C(=O)CNC(=O)Cn1cnc2ccccc2c1=O | 0% | -1% | -4%
O=C(CNc1ccccc1)NN=C1CCCC1 | 0% | -14% | 17%
Cc1ccc(C(=O)O/N=C(\N)c2ccc(Br)cc2)cc1C | 10% | -2% | .
COc1ccc(CC(NC(C)=O)C(=O)NC2CCN(c3nnnn3-c3ccccc3)CC2)cc1OC (stereo not drawn) | . | -2% | -6%
COc1ccc(/C(O)=C2/C(=O)C(=O)N(Cc3ccco3)C2c2cccs2)cc1 (stereo not drawn) | -1% | -16% | 6%
Cc1ccc(CONC(=O)c2cccc([N+](=O)[O-])c2)cc1 | -8% | -1% | .
Cc1ccc(Nc2sc(C(=O)c3ccccc3)c(N)c2C(N)=O)cc1 | -3% | -1% | .
CC1N(C)c2cc(NC(=O)c3cccs3)c(P(=O)(Nc3ccc([N+](=O)[O-])cc3)N3CCOCC3)cc2C1(C)C (stereo not drawn) | ? | -12% | 0%
Cc1ccc(-c2nnn(CC(=O)N(c3ccccc3)C(C(=O)NC(C)(C)C)c3cccs3)n2)o1 (stereo not drawn) | 0% | -3% | 2%
O=C(Nc1ccc(S(=O)(=O)N2CCCC2)cc1)c1ccc(Br)o1 | 1% | -4% | 0%
CCc1nnc(NC(=O)c2nc(SCc3ccccc3F)ncc2Cl)s1 | 13% | -15% | .
